Source: PubChem
MEKK2 WT-MEK5: raises or lowers MEK5 binding to wildtype human MEKK2 PB1 domain; binding response (% of control), % at 10 µM; bead flow cytometry, Alexa488-MEK5 binding to MEKK2 WT; actives lie on both sides; Q9Y2U5; actives 1.1% (n = 290,000); in the data active = binding response below about 67% or above about 130%
MEKK2mut PB1 HTS: signal of MEK5 binding to mutant human MEKK2 PB1 domain; bead flow cytometry, Alexa488-MEK5 binding to MEKK2 mutant; percent response, % at 10 µM; actives 0.35% (n = 290,000); AID 1530; in the data active = percent response above about 24%, passing the limit was not always enough; note: inactives centre near 1; some results filed as inactive read as strong as hits
DNA FID counter: fluorescent intercalator displacement, NS3 helicase counter-screen | DNA fluorescent intercalator displacement, fluorescence | actives 0.17% (n = 290,000) | AID 1845 | inhibition, % at 7.9 µM; in the data active = inhibition above about 37%;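 note: 0% = vehicle and 100% = reference compound; higher means more ethidium bromide displaced from hairpin DNA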
NALP1 inh: NALP1 inhibition | S. cerevisiae NALP1/ASC/caspase-1 growth, X-gal OD620, 72 h | AID 2071 | inhibition, % at 10 µM | actives 0.61% (n = 280,000); in the data active = inhibition mostly above about 24%, no sharp cut-off; inactive = mostly below about 32%; note: some compounds called inactive have numbers as strong as hits
IMP-1 inhibitor: inhibitors of Pseudomonas aeruginosa IMP-1 metallo-beta-lactamase. AID 1556. purified IMP-1, nitrocefin hydrolysis, epi-absorbance fluorescence. actives 0.45% (n = 290,000). inhibition, % at 5.6 µM;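 active = inhibition above the mean plus 3 SD of all compounds in the same screening run, cut at about 4.5% in these data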;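 note: 0% = IMP-1 with DMSO and 100% = DMSO wells lacking enzyme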
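Assay system: purified IMP-1; Quantity: IMP-1 0.2 nM before substrate addition; Medium: HEPES buffer pH 7.1 with ZnSO4 and Brij 35; Incubation: 15 min enzyme–compound preincubation, then 25 min nitrocefin reaction, 25 °C; Signal: fluorescence quenching readout, ex 480/em 530 nm; Controls: DMSO with and without IMP-1; Repeats: singlicate testing.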
VIM-2 inhibitor: inhibitors of Pseudomonas aeruginosa VIM-2 metallo-beta-lactamase; AID 1527; actives 0.89% (n = 290,000); purified VIM-2, nitrocefin hydrolysis, epi-absorbance fluorescence; inhibition, % at 5.6 µM;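 active = inhibition above the mean of all tested compounds plus 3 SD, cutoff set per screening run, cut at about 7.5% in these data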;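 note: red hydrolysis product quenches plate fluorescence so inhibitors raise well fluorescence; 0% = enzyme with DMSO and 100% = DMSO without enzyme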
HCV NS3 hel inh: inhibitors of Hepatitis C virus NS3 helicase. actives 0.56% (n = 290,000). inhibition, % at 10.9 µM. NS3 helicase DNA unwinding, Cy5 molecular beacon fluorescence;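 active = inhibition above the mean of all tested compounds plus 3 SD, set per campaign, cut at about 35% in these data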;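 note: 0% = DMSO wells and 100% = thioflavine S control wells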
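Measured by: Cy5 fluorescence, 0 and 60 min reads / Assay system: NS3 helicase fragment of HCV / Control set: low DMSO, high thioflavine S at 110 µM / Times: 1 h reaction at 25 °C, ATP-initiated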
SUMO HTRF inh: SUMOylation inhibition; AID 2006; HTRF SUMOylation assay, SAE1/SAE2 + UBC9, in vitro; actives 0.36% (n = 290,000); inhibition, % at 35 µM; in the data active = inhibition above about 50%, passing the limit was not always enough; note: strong numbers were not always called active
Target sequence (P63279 whole entry, looked up): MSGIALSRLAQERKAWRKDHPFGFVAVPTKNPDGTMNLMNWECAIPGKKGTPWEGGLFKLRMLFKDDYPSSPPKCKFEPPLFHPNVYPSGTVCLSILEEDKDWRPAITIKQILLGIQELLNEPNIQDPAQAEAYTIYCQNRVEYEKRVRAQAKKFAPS
PfM18AAP inh: PfM18AAP enzyme inhibition; recombinant PfM18AAP, H-Glu-NHMec fluorogenic cleavage; inhibition, % at 7.35 µM; actives 1.2% (n = 290,000);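 active = inhibition above the campaign mean inhibition over all tested compounds plus 3 SD, cut at about 28% in these data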;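 note: 0% = plate median of test compound wells and 100% = 2 mM ZnCl2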
* = called active by the depositor; . = no result given.

nr | Molecule | DNA FID counter | NALP1 inh | PfM18AAP inh | MEKK2mut PB1 HTS | MEKK2 WT-MEK5 | IMP-1 inhibitor | HCV NS3 hel inh | VIM-2 inhibitor | SUMO HTRF inh
1 | CC(C)NC(=O)CCCN1C(=O)c2ccccc2Sc2ncccc21 | -9 | 28 | -12 | 3 | 104 | -0.7 | 9 | 1.3 | 7
2 | O=C(/C=C/c1cccc(Br)c1)Nc1nn[nH]n1 | -2 | -19 | 6 | -4 | 103 | -5.3 | 1 | -5.5 | 8
3 | CCc1nnc(NC(=O)c2c(-c3ccccc3)noc2C)s1 | -20 | 20 | -2 | -4 | 98 | 1.4 | 8 | -0.7 | 1
4 | CC(=O)N1CCc2cc(S(=O)(=O)CCC(=O)N3CCN(c4ccccc4)CC3)ccc21 | -34 | 9 | -4 | -6 | 101 | -2.4 | 9 | 1.1 | -5
5 | CCOc1ccc(N2C(=O)CN(C)C2=S)cc1 | -4 | 1 | -2 | 2 | 108 | -3.9 | -2 | -0.6 | 3
6 | O=C(COc1ccccc1F)N1CCCc2ccccc21 | -11 | 13 | -5 | -1 | 106 | -0.5 | -7 | 0.0 | -3
7 | Cc1ccc2c(c1)C(=O)OC1(O)C3C4C=CC(C4)C3C(=O)N21 (stereo not drawn) | 1 | . | -5 | 23 | 116 | -1.9 | -7 | -0.9 | 16
8 | CCOC(=O)C1(Cc2ccccc2)CCCN(Cc2ccc(OCCO)cc2)C1 (stereo not drawn) | 3 | 7 | -2 | 2 | 103 | -2.8 | 14 | -2.9 | -13
9 | O=C(O)C1CC(c2ccc(F)cc2)=NO1 (stereo not drawn) | 0 | 0 | -3 | -32 | 78 | -3.5 | 8 | -1.6 | 17
10 | CN(C)/C=C/C(=O)c1cnc2n(c1=O)CCS2 | 0 | 18 | 4 | 0 | 97 | -1.1 | -2 | -2.7 | -2
11 | CC(=O)c1cccc(NC(=O)NC(C)C2CCCO2)c1 (stereo not drawn) | 5 | 9 | 4 | 4 | 105 | -3.4 | -5 | -1.4 | -5
12 | CC(=O)c1ccc(NC(=O)/C(=C\c2cccs2)NC(=O)c2ccco2)cc1 | -1 | -4 | 1 | -4 | 101 | -2.6 | 4 | -2.2 | 6
13 | CCOc1ccc(CC(=O)N2CCN=C2SCc2ccc([N+](=O)[O-])cc2)cc1 | 4 | -14 | 8 | 0 | 102 | -3.0 | 14 | -2.1 | 12
14 | COc1ccc(-c2nc(-c3ccc(Br)o3)no2)cc1 | 0 | -1 | 0 | 6 | 112 | -2.6 | -2 | -0.6 | 0
15 | O=C(Nc1nc2ccccc2[nH]1)NC1CCCCC1 | -13 | 9 | -4 | 8 | 104 | -2.5 | 14 | -4.9 | 16
16 | CCn1c(SCc2ccc([N+](=O)[O-])cc2)nnc1C(C)NC(=O)c1ccc(C)cc1 (stereo not drawn) | -24 | 29 | -7 | 15 | 105 | -2.8 | 1 | -0.3 | -2
17 | Cc1ccc(C)c(C(C)NC(=S)NCc2ccc(F)cc2)c1 (stereo not drawn) | -14 | 31 | -10 | 11 | 112 | -3.8 | 2 | -4.2 | 0
18 | O=c1[nH]cnc2scc(-c3ccc(-c4ccccc4)cc3)c12 | -5 | 4 | 7 | -1 | 93 | -3.1 | 0 | -2.2 | 18
19 | O=C1CSc2ccc(C(=O)NCCC3=CCCCC3)cc2N1 | -15 | -11 | -12 | 6 | 104 | -1.0 | -6 | -2.2 | -18
20 | O/N=C1/C2C3CC4C5C3C1C5C1(OCCO1)C42 (stereo not drawn) | -3 | 14 | 2 | 8 | 109 | -3.8 | -5 | -4.3 | 0
21 | COc1ccc(OC)c(NC(=O)C2CCCN2C(=O)OCc2ccccc2)c1 (stereo not drawn) | -22 | 13 | -19 | -3 | 94 | -0.9 | -4 | -0.9 | 7
22 | COc1ccc(S(=O)(=O)n2nc(C)cc2C)c(C)c1C | -17 | 18 | 9 | -4 | 90 | -6.5 | 3 | -0.3 | 17
23 | c1ccc2c(c1)c1ccccc1n1c(-c3ccc4c(c3)OCO4)nnc21 | -2 | -12 | 2 | 7 | 107 | -2.8 | 3 | 1.2 | 24
24 | O=C(NCc1ccc2c(c1)OCO2)c1cccc(Cl)c1 | -2 | -10 | -8 | 6 | 107 | -1.8 | 1 | -1.0 | 20
25 | CCCn1c(=O)c2ccccc2n2c(SCCOc3ccccc3)nnc12 | -7 | -5 | 1 | -4 | 99 | -1.9 | -6 | -1.3 | 13
26 | O=C(CN1CCCCCC1)Nc1cccc([N+](=O)[O-])c1 | 10 | 22 | 1 | -2 | 105 | -3.1 | -2 | -4.7 | 10
27 | Cn1c(=O)c2ncn(CC(=O)N/N=C/c3ccco3)c2n(C)c1=O | -3 | 25 | -7 | 0 | 108 | -1.0 | 8 | -4.3 | 2
28 | Cc1cc(NCc2ccc(F)cc2Cl)n2nnnc2n1 | -7 | 8 | -10 | 8 | 103 | -1.2 | -6 | -0.2 | 7
29 | Cc1cccc2cc3c(nc12)SC(=NCC1CCCO1)N(Cc1ccco1)C3 (stereo not drawn) | -39 | -12 | -2 | 0 | 99 | -1.7 | 19 | 0.0 | 18
30 | COc1ccc(NC(=O)c2cccc(F)c2)cc1Cl | 0 | 4 | -2 | . | . | -3.2 | 2 | -4.1 | 8
31 | O=C(NCc1ccco1)Nc1ccc(Br)cc1 | 2 | -14 | 6 | -3 | 93 | -8.7 | 11 | -1.3 | -1
32 | Oc1ccccc1N=Cc1c(O)ccc2ccccc12 | -2 | 18 | 31* | 6 | 60 | -2.2 | 12 | -2.1 | 51
33 | O=C(O)C1CCCCC1C(=O)NC(c1ccccc1)c1ccccc1 (stereo not drawn) | -10 | -53 | 4 | -4 | 96 | -0.3 | -2 | -1.6 | 0
34 | Cc1ccc(Cl)cc1NC(C#N)c1ccccc1 (stereo not drawn) | 0 | . | -5 | 24 | 115 | -3.5 | -10 | -2.2 | 8
35 | COc1cccc(C(=S)N2CCCC2)c1OC | -3 | 6 | 39* | 1 | 96 | -2.7 | 1 | -0.7 | 3
36 | Cc1ccc(C)c(-n2nnnc2SCC(=O)Nc2cccc(-c3nnc4n3CCCCC4)c2)c1 | -30 | 0 | -12 | -3 | 98 | -3.0 | -17 | -1.3 | 21
37 | CCOc1ccc(S(=O)(=O)N2CCN(CC(O)COc3cccc([N+](=O)[O-])c3)CC2)cc1 (stereo not drawn) | -10 | 0 | 5 | -9 | 94 | 0.8 | -6 | 0.1 | -18
38 | O=C(NC1CCS(=O)(=O)C1)c1cccc(S(=O)(=O)N2CCCCC2)c1 (stereo not drawn) | -2 | 23 | -15 | 4 | 101 | -2.8 | -4 | 0.7 | 9
39 | CC(C)CCNC(=O)NC(=O)COC(=O)C1=COCCO1 | -2 | -15 | -4 | -3 | 96 | -1.2 | 0 | 0.1 | -8
40 | O=C(NC(=S)Nc1ccc2c(c1)OCCO2)c1cccc2ccccc12 | -3 | 28 | -1 | -3 | 88 | 0.2 | 6 | -3.0 | 9
41 | CC(C)Sc1n[nH]c(=O)n1-c1ccccc1 | -4 | 9 | 3 | 0 | 100 | -2.2 | -14 | -3.1 | -8
42 | COc1ccc(NC(C)c2ccccc2)cc1 (stereo not drawn) | -10 | 7 | 1 | -6 | 94 | -0.4 | -1 | -0.6 | -5
43 | COc1ccc(NC(=O)N(CCc2ccccc2)Cc2cc3c(C)cc(C)cc3[nH]c2=O)cc1 | -18 | -14 | -9 | -8 | 82 | -3.9 | -1 | -1.6 | 2
44 | Cc1ccc2[nH]c(=O)c(CN(CCCN3CCOCC3)C(=O)NC3CCCCC3)cc2c1 | 6 | 13 | 6 | -4 | 98 | -3.9 | -7 | 0.1 | 18
45 | CCOc1ccc(S(=O)(=O)Nc2nccs2)cc1 | 9 | -4 | 1 | -10 | 84 | -1.8 | 2 | -4.1 | 15
46 | CCCc1c(C)c2cc(C)ccc2[nH]c1=O | -10 | -6 | 0 | 2 | 101 | -3.1 | 3 | -2.8 | -4
47 | Cc1ccc(NC(=O)C(=O)NCC2OCCc3ccccc32)cc1 (stereo not drawn) | 0 | 12 | -6 | -8 | 94 | -3.1 | 6 | 0.1 | 21
48 | COC(=O)C(CC(C)C)N1CCC(=O)c2ccccc2S1(=O)=O (stereo not drawn) | . | -36 | . | 3 | 77 | . | . | . | -11

Sorted by value in VIM-2 inhibitor (rising): three of the compounds above
nr | SMILES | NALP1 inh | PfM18AAP inh | MEKK2mut PB1 HTS | MEKK2 WT-MEK5 | IMP-1 inhibitor | HCV NS3 hel inh | VIM-2 inhibitor | SUMO HTRF inh
45 | CCOc1ccc(S(=O)(=O)Nc2nccs2)cc1 | -4 | 1 | -10 | 84 | -1.8 | 2 | -4.1 | 15
40 | O=C(NC(=S)Nc1ccc2c(c1)OCCO2)c1cccc2ccccc12 | 28 | -1 | -3 | 88 | 0.2 | 6 | -3.0 | 9
38 | O=C(NC1CCS(=O)(=O)C1)c1cccc(S(=O)(=O)N2CCCCC2)c1 (stereo not drawn) | 23 | -15 | 4 | 101 | -2.8 | -4 | 0.7 | 9

Additional results follow:
nr | Molecule | DNA FID counter | NALP1 inh | PfM18AAP inh | MEKK2mut PB1 HTS | MEKK2 WT-MEK5 | IMP-1 inhibitor | HCV NS3 hel inh | VIM-2 inhibitor | SUMO HTRF inh
49 | CCc1ccc2[nH]c(=O)c(CN(CCCN3CCOCC3)C(=O)Nc3ccc(Cl)cc3)cc2c1 | 1 | -2 | 2 | 8 | 123 | -2.1 | -29 | -0.6 | -1
50 | Nc1c(C(=O)Nc2ccc(F)cc2)sc(=S)n1-c1ccccc1F | 1 | -10 | 48* | -14 | 83 | 0.9 | -4 | 0.3 | 19
51 | COc1ccc(/C=N/NC(=O)c2ccncc2)cc1COc1ccc(NC(C)=O)cc1 | -38 | 5 | 5 | 12 | 107 | -2.7 | 6 | -2.0 | 6
52 | Cc1cccc(CS(=O)(=O)Cc2ccc(C(=O)NCc3cccnc3)o2)c1 | -6 | 4 | -8 | 4 | 110 | -2.1 | 8 | -1.1 | -4
53 | Cc1ccc(-c2cc(C(=O)NCc3ccc4c(c3)OCO4)[nH]n2)c(O)c1C | -7 | 22 | 10 | -1 | 94 | -2.4 | -13 | -5.5 | 4
54 | CC(Oc1ccc(Cl)cc1)c1ccnn1S(=O)(=O)c1ccc(Cl)cc1 (stereo not drawn) | -8 | 27 | -4 | 6 | 113 | -3.4 | 4 | -2.2 | -16
55 | CCN(c1ccccc1)S(=O)(=O)c1ccc(NCC2COc3ccccc3O2)nc1 (stereo not drawn) | -22 | 4 | 5 | 1 | 112 | -3.8 | -6 | -3.9 | -17
56 | O=C(O)C1CN(C(=O)c2ccccc2)c2cc(Cl)ccc2O1 (stereo not drawn) | -10 | 22 | -2 | -2 | 101 | -3.5 | -5 | -2.1 | 18
57 | CC(=O)Nc1cc(C(F)(F)F)ccc1OCCOc1ccccc1 | -15 | . | -3 | -4 | 95 | -4.8 | 0 | -1.2 | .
58 | COc1ccc(OC)c(NC(=O)c2cc(-c3cc(C)cc(C)c3O)n[nH]2)c1 | -12 | 6 | -1 | -1 | 97 | -1.3 | 3 | -3.7 | 8
59 | CCCOc1ccc(C(=O)NC(=S)NCc2cccnc2)cc1 | -25 | 18 | 0 | 0 | 98 | -2.4 | 6 | -3.9 | -23
60 | O=C(NCCC1=CCCCC1)C1CCC(CNc2c(N3CCCC3)c(=O)c2=O)CC1 (stereo not drawn) | -33 | . | 2 | -23 | 91 | -3.1 | 2 | -2.2 | 8
61 | CC[n+]1ccc(C[n+]2ccccc2)c2ccccc21 | 5 | 6 | 8 | -1 | 97 | -3.2 | -3 | -0.1 | 12
